ERK EGF inh: blocks ERK signaling stimulated by EGF. HEK293-V1b, EGF-stimulated phospho-ERK AlphaScreen. Potency, µM (titrated, usually from 11.5 µM), inactives show top-dose activity change, negative = inhibition, usual class: inhibitors. hit rate 0.41% among 130,000. AID 1454; active means well fitted inhibition curve with a large enough effect; inconclusive means small, poorly fitted or top-dose-only effect, or effect the other way;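 further: plate controls were stimulated vehicle wells for no effect and unstimulated vehicle basal for full effect; nearly all actives have a fitted effect of over 55% in size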
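HEK293 cells stably expressing V1b receptor, serum-reduced (1% FBS) overnight, pretreated 30 min with compound, then stimulated 5 min with 25 nM EGF; phospho-ERK detected by AlphaScreen SureFire. AC50 from Hill fits, normalized to DMSO and EGF.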
* = called active by the depositor; ? = inconclusive; & = joins results of further samples; [ ] = dose if it differs, or a comment. Potency means the concentration at half of the fitted maximal effect. Not all compounds are listed. The share of hits here may be higher or lower than overall.

SMILES | ERK EGF inh
CC1(C)COC(c2ccc(F)c([N+](=O)[O-])c2)=N1 | 3%
O=C(O)c1ccc(N/N=C/c2cn(Cc3ccc(F)cc3)c3ccccc23)cc1 | 4%[57.5 µM]
CS(=O)(=O)Nc1cccc(-c2nc(Nc3ccc(F)cc3)c3ccccc3n2)c1 | ?
COC(=O)c1oc2ccc(OC)cc2c1N | 9%
Cc1ccc(C2=NOC(=O)/C2=C\c2ccc(C)o2)cc1 | ?
O=C(Nc1cccc(S(=O)(=O)C(F)F)c1)c1ccc(S(=O)(=O)N2CCCC2)cc1 | 1%
NNC(=O)c1ccc(Cn2cc(Br)c(N)n2)cc1 | 4%[57.5 µM]
O=C(CC12CC3CC(CC(Br)(C3)C1)C2)Nc1cccc(S(=O)(=O)NC2=NCCC2)c1 | 1%
O=C(COc1ccc(Br)cc1Br)NC1CCCC1 | -6%
COC(=O)CCCCCCCCC(O)CN1CCCCC1 (stereo unspecified) | 0%
Cn1ccsc1=NC(=O)c1ccc(Cl)cc1 | -9%
COC(=O)[C@@]1(Cc2ccc(F)cc2)[C@H]2c3cc(C(=O)N4CCCC4)n(CCCNc4ncc(C(F)(F)F)cc4Cl)c3C[C@H]2CN1C(=O)c1ccccc1 | 8%
CC(C)N(CC#CCC(O)(c1ccccc1)C1CCCC1)CCO (stereo unspecified) | -2%
O=c1[nH]c2cc(Cl)c(Cl)cc2[nH]c1=O | -3%&1%
C=C[C@](C)(O)CCC1C(=C)CCC2[C@@](C)(CO)CCC[C@@]12C (stereo partly specified) | 29%
CCCCSc1nc(C)cc(SCC(=O)N/N=C/c2ccccc2)n1 | ?
Cc1ccc(C2=NN(C(=O)CSc3nc(N)cc(N)n3)C(c3ccco3)C2)cc1 (stereo unspecified) | 1%
CSc1nnc(-c2cc(-c3ccc(C)cc3)nc3ccccc23)o1 | 5%
CN(C#N)c1nccc(-c2cccs2)n1 | 2%
CC(C)(C)C(=O)/C=c1\s/c(=C\c2ccc(-c3ccc([N+](=O)[O-])cc3)o2)c(=O)n1CC(=O)NC(N)=O | -7%
CNC(=O)NC(=O)C(C)OC(=O)c1cc2c(s1)CCCCC2 (stereo unspecified) | -1%
c1ccc2c(c1)nc(NCC1CCCO1)c1nnnn12 (stereo unspecified) | 3%
CCOC(=O)c1ccc(CN(Cc2ccccc2)S(=O)(=O)c2cccc([N+](=O)[O-])c2)cc1 | ?
Clc1ccccc1CSc1ncn(-c2ccccc2)n1 | -5%
O=C(Cn1cnc2cc([N+](=O)[O-])ccc2c1=O)NC(=O)NCc1ccccc1 | 8%[57.5 µM]
ClC(/C=N/n1cnnc1)=C/c1ccccc1 | 20%[57.5 µM]
COc1ccc(OCC(O)Cn2cnc(-c3ccc(Br)cc3)c2)cc1 (stereo unspecified) | ?
S=C(NCc1ccco1)N1CCN(c2nc(-c3ccccc3)cs2)CC1 | ?
Cc1ccc(S(=O)(=O)N(C)C)cc1NC(=O)COC(=O)c1ccc2c(c1)OCCO2 | -5%[57.5 µM]
C=CCn1c(C(C)NC(=O)c2cccs2)n[nH]c1=S (stereo unspecified) | 14%
COc1cccc(Cn2c(=O)c(-c3cccc(Cl)c3)nc3cncnc32)c1 | -2%
CN1Cc2ccccc2N(CC(=O)NCc2ccccc2)C1=O | -5%
Cc1ccc2nc(Cn3cc(C(F)(F)F)ccc3=O)cc(=O)n2c1 | -3%
COc1ccc(N2CCN(C(=O)c3ccc(CSc4ccccc4)cc3)CC2)cc1 | -1%
Cc1c(Cl)c([N+](=O)[O-])nn1CCCC(=O)NC1CCCCC1 | -7%
Cn1c(-c2ccc([N+](=O)[O-])cc2)nc2ccccc21 | -1%
CN(C(=O)c1ccc2c(c1)CCO2)C(C)(C)C | 0%[57.5 µM]
Cn1c(=O)[nH]c2c(Cl)nccc21 | -11%[57.5 µM]
Cc1nc2n[nH]c(N)c2c2c1CCCC2 | 4%[57.5 µM]
COc1cc(/C=N/n2c(-c3n[nH]c4c3CCC4)n[nH]c2=S)cc(OC)c1O | -3%[57.5 µM]
COc1ccc(S(=O)(=O)Nc2nccs2)cc1OC | 6%
O=C(/C=C/NNC(=O)c1ccc(Cl)cc1)c1ccccc1 | -6%
COc1ccc(C(C(=O)NC2CCCCC2)N(C(=O)Cc2c[nH]c3ccccc23)c2ccccc2C)cc1OC (stereo unspecified) | 4%
COc1cc(-c2nnc(-c3cc(OC)c(OC)c(OC)c3)o2)cc(OC)c1OC | -6%
CCOC(=O)c1[nH]c2ccc(OCC)cc2c1CCCN1C(=O)c2ccccc2C1=O | 1%

Taken from the listing (5 entries):
SMILES | ERK EGF inh
CCOC(=O)c1ccc(CN(Cc2ccccc2)S(=O)(=O)c2cccc([N+](=O)[O-])c2)cc1 | ?
Clc1ccccc1CSc1ncn(-c2ccccc2)n1 | -5%
O=C(Cn1cnc2cc([N+](=O)[O-])ccc2c1=O)NC(=O)NCc1ccccc1 | 8%[57.5 µM]
ClC(/C=N/n1cnnc1)=C/c1ccccc1 | 20%[57.5 µM]
COc1ccc(OCC(O)Cn2cnc(-c3ccc(Br)cc3)c2)cc1 (stereo unspecified) | ?

Further compounds.
SMILES | ERK EGF inh
Cc1ccc(NC(=O)Cc2noc3ccccc23)nc1 | 3%
Cc1cc(Nc2ccc3c(c2)OCCO3)c2cccc(C)c2n1 | 6%
Cc1ccccc1Cn1cc(NC(=O)c2nn(C)cc2Cl)cn1 | 8%
Cc1cccc(N2C(=O)C(Oc3ccc(Cl)cc3Cl)C2C(=O)O)c1C (stereo unspecified) | 5%
Cc1ccccc1-c1noc(CCC(=O)NCc2ccco2)n1 | -5%[57.5 µM]
CC(=O)Nc1ccc2[nH]c(C)c(CC=C(Cl)Cl)c(=O)c2c1 | -14%[57.5 µM]
COc1ccc(C(CCN2CCCC(C)C2)c2c(OC)cc(OC)c3c2OC(=O)CC3c2cc(OC)c(OC)c(OC)c2)cc1 (stereo unspecified) | -3%[57.5 µM]
COc1ccc([C@@H]2C[C@@H](c3ccccc3)Oc3cc(OC)c(OC)c(OC)c32)cc1 | -11%[57.5 µM]
CN(C)c1cc(Nc2cccc(O)c2)c([N+](=O)[O-])c2nonc12 | 4%[57.5 µM]
CCN(CC)CCCC(C)n1c(-c2ccccc2)nc2c(NCc3ccccc3)nc(C)nc21 (stereo unspecified) | 6%
CCN(Cc1ccccc1)C(=O)c1nn(-c2ccc(OC)cc2)c(=O)c2c1c1ccccc1n2C | -9%[57.5 µM]
CCOc1cc(NC(=S)NCCCN2CCOCC2)c(OCC)cc1NC(=O)c1ccccc1 | 2%[57.5 µM]
CC(=O)Oc1ccc(N2C(=O)C3C4C=CC(C5CC45)C3C2=O)cc1[N+](=O)[O-] (stereo unspecified) | 0%
CC(NC(=O)c1ccccc1N)c1ccccc1 (stereo unspecified) | 0%
COc1cccc(-n2c([S-])c(C(=O)Nc3ccc(S(=O)(=O)N4CCOCC4)cc3)[n+]3cc(C(N)=O)ccc23)c1 | 1%[57.5 µM]
CCOC(=O)N1CCC(=C2c3ccc(Cl)cc3CCc3cccnc32)CC1 | -14%[57.5 µM]
Cc1nc2ccccc2n1/N=C/c1ccc([N+](=O)[O-])s1 | -2%
Cc1ccccc1C(=O)Nc1nnc(-c2ccc(C(C)(C)C)cc2)s1 | -2%
O=C(CO/N=C/c1ccc(OC(F)F)cc1)NC1CCCCC1 | -5%
Fc1ccccc1NC(=S)N1CCN(Cc2ccccc2)CC1 | -4%
Cc1noc(NS(=O)(=O)c2ccc(NC(=O)CSc3nc4c(cc3C#N)CCC4)cc2)c1C | -1%
Cc1ccc(CS(=O)(=O)c2ccc(C(=O)N3CCCCC3)cc2[N+](=O)[O-])cc1 | 0%
S=C1SCN(Cc2cccnc2)CN1Cc1cccnc1 | 11%[57.5 µM]
O=C(c1ccc(S(=O)(=O)Cc2cc(F)ccc2F)c([N+](=O)[O-])c1)N1CCCCC1 | -7%
Cc1nn(-c2cc(N(S(C)(=O)=O)S(C)(=O)=O)c(Cl)cc2Cl)c(=O)n1C | -9%
Cc1cc(C)n(/C(=C\N(C)C)C(=O)c2ccc(Cl)cc2)n1 | -1%
C/C(=N\NC(=O)Cc1c(C)[nH][nH]c1=O)c1ccc(Cl)c(Cl)c1 | 2%[57.5 µM]
CCN1CCN(C(=O)CN2C(=O)c3cccc4cccc2c34)CC1 | -6%
COCCN1C(=O)C(=O)/C(=C(/O)c2ccc(S(=O)(=O)N3CCOCC3)cc2)C1c1cccc(O)c1 (stereo unspecified) | 13%[57.5 µM]
Cc1ccc(NS(=O)(=O)c2ccc(Cl)s2)cc1S(=O)(=O)N(C)C | 10%
Cc1ccccc1NC(=O)c1ccc(COc2ccc3c(C)cc(=O)oc3c2)cc1 | 1%
COc1ccc(CN2C(=O)CSC2c2ccncc2)cc1 (stereo unspecified) | 9%[57.5 µM]
CC(=O)c1ccc(NC(=S)Nc2cccc(S(=O)(=O)Nc3c(C)n(C)n(-c4ccccc4)c3=O)c2)cc1 | 4%
COc1ccc(NC(=S)Nc2cccc3cnccc23)cc1 | 5%
CC(=O)Nc1ccc(S(=O)(=O)Nc2nc3ccccc3nc2Nc2ccc(O)cc2)cc1 | 14%[57.5 µM]
Cc1ccc(N(C(=O)c2ccn[nH]2)C(C(=O)NC2CCCC2)c2cccs2)cc1 (stereo unspecified) | 36%
O=C(OCc1nnc(-c2ccc(Cl)cc2)o1)c1ccc(O)cc1 | 12%
COc1ccc(/C=C/C(=O)OCC(=O)N2CC(=O)Nc3ccccc32)cc1 | 3%
Clc1cccc(Nc2nc(-c3cccnc3)cs2)c1 | -6%
COC(CNC(=O)CC1C(=O)N(Cc2ccccc2)C(C)c2nc3ccccc3n21)OC (stereo unspecified) | 0%
COc1cc(/C=C/C(=O)Nc2ccc(N3CCCCC3)c(S(=O)(=O)Nc3ccccc3Cl)c2)cc(OC)c1OC | -3%
C=CCOC(=O)C1=C(C)NC(=S)NC1c1cccs1 (stereo unspecified) | 5%
N#Cc1c(N)n(-c2ccccc2N)c2nc3ccccc3nc12 | 4%[57.5 µM]
CC(C)N(C(=O)Cn1cnc2cc([N+](=O)[O-])ccc2c1=O)C(C)C | -4%
CCOC(=O)c1ccc(N=NN(C)C)cc1 | -17%[57.5 µM]
COc1ccc(-n2cc(CNCCc3ncc(C)[nH]3)c(-c3ccccc3Cl)n2)cc1 | 5%
CCOC(=O)c1c(NC(=O)COC(=O)c2cc(OC)c(OC)cc2[N+](=O)[O-])sc(C)c1CC | 0%
Cc1ccc(N/C(N)=N/c2nc(CSc3nnc(N)s3)cc(=O)[nH]2)cc1 | 4%[57.5 µM]
CC(NC(=S)NCCCN1CCOCC1)C12CC3CC(CC(C3)C1)C2 (stereo unspecified) | -5%
CCn1ccnc1CN(C)Cc1nc(-c2ccc3c(c2)OCO3)no1 | -9%[57.5 µM]
CC1(C)S[C@@H]2[C@H](NC(=O)C(N)c3ccccc3)C(=O)N2[C@H]1C(=O)O (stereo partly specified) | 21%[25.7 µM]
COc1ccc2c(C)cc(SCC(=O)Nc3ncc(Cl)cc3Cl)nc2c1 | -5%
NC(=O)C1CCN(C(=O)/C=C/c2cc(Br)ccc2F)CC1 | -5%
CCOc1cc(N2CCOCC2)c(OCC)cc1NCC(=O)N1CCN(Cc2ccccc2)CC1 | ?
Cc1cc(OCC(=O)Nc2cnn(CCCC(=O)O)c2)ccc1[N+](=O)[O-] | -2%[57.5 µM]
CSc1ccccc1NC(=O)Cc1ccccc1[N+](=O)[O-] | 29%
CCN(CC)C(=O)C1CCCN(Cc2cccc(Oc3ccccc3)c2)C1 (stereo unspecified) | -4%[57.5 µM]
Cc1[nH]nc(SCC(=O)NCCc2ccccc2)c1[N+](=O)[O-] | -2%
CN1CCc2c(n(CC(O)CNCc3ccccc3)c3ccccc23)C1=O (stereo unspecified) | -10%
O=C1CN(C(=O)Cn2ncc(Cl)c(Cl)c2=O)c2ccccc2N1 | 3%

The closing 5 records of the part before are carried over, then new ones follow:
SMILES | ERK EGF inh
CSc1ccccc1NC(=O)Cc1ccccc1[N+](=O)[O-] | 29%
CCN(CC)C(=O)C1CCCN(Cc2cccc(Oc3ccccc3)c2)C1 (stereo unspecified) | -4%[57.5 µM]
Cc1[nH]nc(SCC(=O)NCCc2ccccc2)c1[N+](=O)[O-] | -2%
CN1CCc2c(n(CC(O)CNCc3ccccc3)c3ccccc23)C1=O (stereo unspecified) | -10%
O=C1CN(C(=O)Cn2ncc(Cl)c(Cl)c2=O)c2ccccc2N1 | 3%
Nn1c(SCc2ccc(Br)cc2)nnc1-c1cccnc1 | 4%[57.5 µM]
O=C(Nc1ccccc1C(=O)N1CCCCCC1)c1ccccc1 | -4%[57.5 µM]
COc1cccc(OCC(O)CO)c1 (stereo unspecified) | ?
C/C(=N\Nc1nc2ccccc2s1)c1ccc2c(c1)OCO2 | -2%
Cc1cccc(C)c1-n1c(C)nn(CCOc2ccccc2)c1=O | -1%
COc1ccc(C2CC(c3ccc(Br)cc3)=NN2C(=O)CN2CCCC2)cc1 (stereo unspecified) | 5%[57.5 µM]
COc1ccc2nc(NC(=O)C3CCCO3)sc2c1 (stereo unspecified) | 0%
Cc1ccc(Cl)cc1NC(=O)CCC(=O)O | 7%[57.5 µM]
CCC(CC)c1nc(C#N)c(NC(C)c2ccccc2)o1 (stereo unspecified) | 17%
O=C(NC1CCc2ccccc21)c1cc(COc2c(F)cccc2F)on1 (stereo unspecified) | 0%[57.5 µM]
O=C(NC1CCCCC1)C(c1ccccn1)N(C(=O)c1csnn1)C1CCCCC1 (stereo unspecified) | 16%
